All columns: NCI-60 one-dose screen, growth in % after 48 h at 10 µM unless noted; 100 = growth as untreated, 0 = no growth, -100 = all killed.
ACHN = ACHN renal cancer; AID 1794771; hit rate 4.9% among 81,000
786-0 = 786-0 renal cancer cells; AID 1794775; hit rate 5.1% among 81,000
SN12C = SN12C renal cancer cells; hit rate 3.8% among 81,000; AID 1794767
CAKI-1 = CAKI-1 renal cancer | hit rate 4.7% among 75,000 | AID 1794772
RXF 393 = RXF 393 renal cancer cells; hit rate 6.9% among 77,000
UO-31 = UO-31 renal cancer; hit rate 5.2% among 81,000; AID 1794768
TK-10 = TK-10 renal cancer cells; hit rate 3.9% among 81,000
A498 = A498 renal cancer cells; hit rate 5.4% among 76,000; AID 1794774
Starred values were filed as active, the others as inactive; . = not tested or not shown; & = joins results of further samples. How the source made its calls: active means growth percent below 10; inactive means the rest.

Start of the data: the first 2 records as a preview:
smiles,A498,CAKI-1,SN12C,ACHN,TK-10,UO-31,RXF 393,786-0
NC(=O)N=Nc1c(O)[nH]c(=O)[nH]c1=O,90,101,99,95,114,68,112,106
COC12C(COC(N)=O)C3=C(C(=O)C(C)=C(N)C3=O)N1CC1C2N1C (stereo not drawn),47,17,47,11,69,33,46,31

The list itself, from the start:
smiles,A498,CAKI-1,SN12C,ACHN,TK-10,UO-31,RXF 393,786-0
NC(=O)N=Nc1c(O)[nH]c(=O)[nH]c1=O,90,101,99,95,114,68,112,106
COC12C(COC(N)=O)C3=C(C(=O)C(C)=C(N)C3=O)N1CC1C2N1C (stereo not drawn),47,17,47,11,69,33,46,31
CN(C)[C@@H]1C(=O)C(C(N)=O)=C(O)[C@@]2(O)C(=O)C3=C(O)c4c(O)cccc4[C@@](C)(O)[C@H]3C[C@@H]12,94,66,92,76,89,74,106,89
CC1=C([Te]c2ccccc2)C(=O)c2ccccc2C1=O,-66*,-46*,5.2*,-87*,-33*,-33*,-36*,-46*
CCN(CCCl)CCOC(c1ccccc1)c1ccccc1,91,85,106,92,104,88,115,96
CCOP(=O)(OCC)Oc1ccc(Sc2ccc(OP(=O)(OCC)OCC)cc2)cc1,85,93,101,115,107,75,106,93
CCN1C[C@]2(O)CC[C@H](OC)C34C1C(C[C@@H]32)[C@]1(O)C[C@H](OC)[C@@H]2C(=O)C(=O)[C@H]4[C@@H]21,78,95,96,94,106,82,109,95
CCCCNC(c1ccc(Cl)cc1)C(O)c1ccc(Cl)cc1 (stereo not drawn),58,30,.,35,57,37,58,50
CC12CCC3(CCC(=O)NCCCNc4ccnc5cc(Cl)ccc45)[C@@](C)(OO[C@]3(C)O1)O2,85,-25*,-15*,-10*,-18*,-50*,-47*,-23*
CCCCOCCOP(=O)(OCCOCCCC)OCCOCCCC,89,98,98,102,96,100,100,110
N#Cc1cnccn1,.,91,93,104,118,84,110,102
c1ccc(C(CN2CCCCC2)c2ccccc2)cc1,90,86,102,108,117,68,157,111
O=NN(CCCl)C(=O)NCCO,93,95,101,104,102,89,109,100
COc1ccc(NC(=O)N2CC2)cc1,94,108,112,101,116,92,126,106
CNC(=S)NCCN1CC1,88,94,117,108,130,90,106,106
CO[C@H]1[C@H](O[C@@H]2C[C@@H]3C/C=C/C(=O)O[C@@H](CO)C[C@H](O)[C@@H]4C[C@H](C)[C@H](C/C=C\C=C\[C@H](C)C[C@H](C2)O3)O4)O[C@@H](C)[C@H](O)[C@H]1O,61,62,63,66,32,33,88,79
CCCCCCN1CC1,113,101,106,107,113,92,114,100
COC(=O)CCC(=O)c1ccc(Cl)cc1,99,91,97,100,103,86,112,106
CN1C(=O)CC[C@@]2(C)C1=CC[C@@H]1[C@@H]2CC[C@@]2(C)[C@H]1CC[C@]2(C)O,.,116,101,108,100,80,114,106
CCOC(=O)C(CCC(=O)O)NC(=O)OCc1ccccc1 (stereo not drawn),104,99,98,96,112,79,122,110
C/C(=N/OC(=O)N(C)C)c1ccc(Cl)c(Cl)c1,100,102,95,112,101,95,108,103
Cc1cc(C)c(CBr)c(C)c1,81,99,.,104,98,85,100,99
CC(C)OC(=O)Nc1ccccc1,97,120,99,100,98,100,.,99
CC(C)NC(=O)N(CCCCBr)N=O,107,84,97,105,99,82,97,101
CCN(CCOS(=O)(=O)O)C1c2ccccc2-c2ccccc21,118,.,98,105,88,95,112,103
NC(=O)CNCc1ccc([As]=O)cc1 (stereo not drawn),110,105,98,109,106,92,123,106
S=P(Nc1ccccc1)(Nc1ccccc1)c1ccccc1,71,71,104,102,.,88,99,95
CN1CCN(C(=O)OC2c3nccnc3C(=O)N2c2ccc(Cl)cn2)CC1 (stereo not drawn),111,95,97,98,107,75,113,95
NC1CN2CCC1CC2 (stereo not drawn),98,87,108,93,98,80,103,89
O=[N+]([O-])c1cc(Cl)cc(Cl)c1,.,99,89,103,109,100,122,105
CN[C@]1(c2ccccc2Cl)CCCC[C@H]1NCCCN1CCCC1,.,94,101,109,102,87,96,97
S=P(SP(=S)(c1ccccc1)c1ccccc1)(c1ccccc1)c1ccccc1,98,98,98,99,97,95,97,110
Cc1ccccc1N1CCN(CCO)CC1,91,103,102,106,118,95,142,107
CC(Cl)CN(CC(C)Cl)c1ccc2c(c1)Cc1cc(F)ccc1-2 (stereo not drawn),62,.,90,96,90,70,104,92
Cc1ccccc1NC(=O)CBr,106,105,99,109,106,86,105,104
CCCCCCCCCCCCCCCC(=O)P(=O)(OCC)OCC,100,102,99,109,103,96,106,110
Cc1c(O)c(CN(CC(C)Cl)CC(C)Cl)cc(CN(CC(C)Cl)CC(C)Cl)c1O (stereo not drawn),91,81,89,88,107,92,112,107
O=C(CCN1CC1)NCO,87,92,94,103,106,85,112,113
C[C@]12CC[C@H]3[C@@H](CC4SC(c5ccc(Cl)cc5)=NC45C[C@H](O)CC[C@]35C)[C@@H]1CC[C@@H]2O (stereo partly drawn),100,83,98,96,100,88,54,67
O=C(CCl)Nc1ccc(Cl)cc1,113,-7.7*,36,62,67,80,35,45
CC/C(=C\c1ccc(Cl)cc1)[N+](=O)[O-],113,91,85,96,105,75,103,101
S=P(NC1CCCCC1)(NC1CCCCC1)NC1CCCCC1,98,93,103,107,122,94,101,101
CCOP(=O)(Nc1ccc2c(c1)/C(=N/NC(N)=S)c1ccccc1-2)OCC,96,97,82,90,104,92,90,104
CC1(C)CC[C@]23CC[C@]4(C)[C@H](CC[C@@H]5[C@@]6(C)C[C@@]7(CC(C)(C)[C@@H]6CC[C@]54C)OO[C@](C)(C(F)(F)F)O7)[C@H]2[C@H]1OC3,89,77,81,91,105,84,104,98
O=C(NC([Se])=NC1CCCCC1)c1ccc2c(c1)OCO2,31,40,52,17,55,39,66,44
CN(C)CCC#N,101,98,104,.,.,98,.,104
CCN1CC2(CN(CC)C1=S)C(=O)NC(=O)NC2=O,112,85,107,99,98,99,116,90
COc1cc(C(=O)N2CC2)cc(OC)c1OC,.,89,94,93,76,91,.,97
O=C(/C=C/c1ccccc1Cl)c1nc2ccccc2n1Cc1ccc(F)cc1,63,-40*,-89*,-88*,-44*,-100*,-98*,-95*
CN1C2CCCC1CC(=O)NC2 (stereo not drawn),91,.,107,109,113,95,98,104
CCC[Se]C(=O)c1ccc(C(=O)[Se]CCC)s1,-65*,-78*,-75*,-63*,-80*,-56*,-41*,2.2*
CCOC(=O)C1=C(N)Oc2c(c(=O)oc3ccccc23)C1c1cc(=O)oc2ccc(OC)cc12 (stereo not drawn),101,98,.,108,94,90,115,97
CC(=O)O[C@H]1CC[C@]2(C)[C@H]3CC[C@@H]4[C@H]5[C@H](C)[C@@]6(C)OC(=O)[C@]5(CC[C@@]4(C)[C@]3(C)CC[C@H]2C1(C)C)C[C@@H]6C1(C)OOC2(CCCCC2)OO1,.,97,95,89,110,87,96,102
CC(C)=CCC/C(C)=C/CC/C(C)=C/CSCCCN(CCCN1CCN(C)CC1)P(=O)(OC(C)C)OC(C)C,99,88,96,105,.,104,103,100
C[C@]12CCc3nc(NCCCN4CCOCC4)sc3C1=CC[C@@H]1[C@@H]2CC[C@]2(C)C(=O)CC[C@@H]12,97,103,83,108,110,83,.,95
O=C(O)COc1ccccc1,80,88,95,103,104,77,112,98
O=C(N/N=C\c1ccc(N(CCCl)CCCl)cc1)C(=O)N/N=C\c1ccc(N(CCCl)CCCl)cc1,104,94,87,90,128,85,108,106
CCC1(CCO)C(=O)NC(=S)NC1=O,114,97,104,116,113,89,110,102
Nc1nc(=S)nc(N)[nH]1,98,101,81,103,136,74,101,89
CCOP(=O)(OCC)C(C)OC (stereo not drawn),110,.,102,114,96,73,111,104

(continued)
smiles,A498,CAKI-1,SN12C,ACHN,TK-10,UO-31,RXF 393,786-0
CC(C)CC(C)OC(C[N+](=O)[O-])C(Cl)(Cl)Cl (stereo not drawn),109,110,105,107,122,91,101,100
O=[N+]([O-])c1ccc(F)c([N+](=O)[O-])c1F,94,103,103,113,100,78,109,.
COc1ccc(N(CC(=O)NCCC[Te]c2ccccc2)C(=O)CCSC2=C(C)C(=O)c3ccccc3C2=O)cc1,-32*,-25*,-8.2*,-51*,9.0*,-29*,-27*,-22*
O=C(O)C(CO)NC(=O)C(Cl)(Cl)Cl (stereo not drawn),93,95,96,95,108,86,100,99
N#C[Se]Cc1cc(-c2ccccc2)n(-c2ccc(S(N)(=O)=O)cc2)n1,-61*,0.3*,6.5*,1.2*,-30*,-26*,-3.5*,-25*
N#CC(C#N)=NNc1ccccc1,101,47,96,65,82,75,104,104
CN1CCN(c2ccccc2)CC1,98,95,103,102,88,93,91,99
CC(CN(C)C)c1[nH]nc2ccccc12 (stereo not drawn),109,104,96,112,.,92,114,100
OCCSSCCO,104,91,96,98,104,94,98,99
COc1cc2nc(SC)n(-c3ccc(Cl)cc3)c(=O)c2cc1OC,101,90,97,94,107,88,121,107
O=CC(Br)C(Br)c1ccccc1 (stereo not drawn),102,93,87,86,106,74,87,106
CC(C)(C)N=C1Nc2ccccc2N[C@]12CC[C@@]1(C)[C@@H](CC[C@@H]3[C@@H]1CC[C@@]1(C)[C@H]3CC[C@]1(C)O)C2,40,59,77,75,82,68,85,77
CCOC(=O)NN(CCOS(=O)(=O)c1ccccc1)CCOS(=O)(=O)c1ccccc1,140,93,104,102,94,63,109,103
COc1ccc(NC2=NCCN2)cc1,106,.,109,103,84,103,107,93
CN(C)c1ccc(-c2ccc(N(C)C)cc2)cc1,80,102,96,99,96,89,85,89
Cc1ccc(NC2=NCCS2)cc1Cl,91,103,97,104,103,86,.,100
O=C1OCCC1C(=O)c1ccccc1 (stereo not drawn),91,85,87,88,102,91,94,98
OC(CCl)CNC1CCCCC1 (stereo not drawn),116,93,107,101,106,93,93,107
Nc1c(F)cc(-c2nc3cc(F)ccc3[se]2)cc1F,39,.,86,69,28,60,105,104
Clc1cccc(Cl)c1CBr,101,97,99,109,94,89,121,98
CCN1C(=O)NC(=O)C2(CCCC2)C1=O,104,103,111,106,124,89,115,114
Clc1cccc(NC2OOC3(OOC2Nc2cccc(Cl)c2)C2CC4CC(C2)CC3C4)c1 (stereo not drawn),82,93,98,98,105,80,110,95
COCc1c(CO)cnc(C)c1O,74,.,106,100,92,95,107,101
C=C(Cl)CSC(=S)N(CC)CC,95,97,97,97,96,82,117,99
CO[C@H]1CC[C@@]2(C)C(=CC[C@H]3[C@@H]4C[C@H](O)[C@H](OC)[C@@]4(C)CC[C@@H]32)C1,93,86,102,101,93,83,103,96
C#CCCCN(CCNc1ccnc2cc(Cl)ccc12)C(=O)CCC(=O)O[C@@H]1O[C@@H]2OC3(C)CC[C@H]4[C@H](C)CC[C@@H]([C@H]1C)[C@@]24OO3,96,41,36,29,50,14,34,47
C[n+]1c(/C=C/c2ccc(N(CCCl)CCCl)cc2)oc2ccccc21,86,83,90,94,130,80,93,96
Nc1ccc2c(c1)Cc1cc(Br)ccc1-2,76,98,85,106,123,49,112,108
CSc1nc(N)nc2nnc(NN)n12,96,76,97,94,110,73,115,105
CN1CCN(C(=O)COc2ccc(C=C3C(=O)N(C)C(=O)N(C)C3=O)cc2)CC1,75,97,99,102,109,91,110,106
COC(=O)C1OC(Oc2ccc(N(CCCl)CCCl)cc2)C(OC(C)=O)C(OC(C)=O)C1OC(C)=O (stereo not drawn),104,3.7*,62,27,93,73,.,75
O=C(O)C1(Br)CC12c1ccccc1-c1ccccc12 (stereo not drawn),.,.,107,99,88,82,99,101
COC(C)(C)CCC[C@H](C)C/C=C/C(C)=C/C(=O)OC(C)C,110,85,92,109,96,85,104,86
O=[As](O)(O)c1ccccc1Cl,83,98,91,100,104,98,82,101
CC(C)(C)NCC(O)c1ccccc1Cl (stereo not drawn),-9.2*,55,24,54,17,48,-20*,21
COC(=O)C1=C(Nc2ccc(F)c(Cl)c2)C(=O)OC12C(=O)Nc1ccccc12 (stereo not drawn),110,86,105,102,135,70,123,112
O=C1NC(=O)C2(CCCC2)C(=O)N1,96&104,98&97,109&104,110&105,106&119,95&88,114&122,107&113
O=[N+]([O-])CC(c1cccs1)c1c(-c2ccccc2)[nH]c2ccccc12 (stereo not drawn),.,57,86,82,97,62,90,88

4 of the compounds above, with each value named:
O=C(NC([Se])=NC1CCCCC1)c1ccc2c(c1)OCO2
  A498: 31
  CAKI-1: 40
  SN12C: 52
  ACHN: 17
  TK-10: 55
  UO-31: 39
  RXF 393: 66
  786-0: 44

COc1cc(C(=O)N2CC2)cc(OC)c1OC
  A498: .
  CAKI-1: 89
  SN12C: 94
  ACHN: 93
  TK-10: 76
  UO-31: 91
  RXF 393: .
  786-0: 97

O=[N+]([O-])c1cc(Cl)cc(Cl)c1
  A498: .
  CAKI-1: 99
  SN12C: 89
  ACHN: 103
  TK-10: 109
  UO-31: 100
  RXF 393: 122
  786-0: 105

CC12CCC3(CCC(=O)NCCCNc4ccnc5cc(Cl)ccc45)[C@@](C)(OO[C@]3(C)O1)O2
  A498: 85
  CAKI-1: -25*
  SN12C: -15*
  ACHN: -10*
  TK-10: -18*
  UO-31: -50*
  RXF 393: -47*
  786-0: -23*

Sorted by heavy-atom count (high to low): some entries from above.
smiles,A498,CAKI-1,SN12C,ACHN,TK-10,UO-31,RXF 393,786-0
COC(=O)C1OC(Oc2ccc(N(CCCl)CCCl)cc2)C(OC(C)=O)C(OC(C)=O)C1OC(C)=O (stereo not drawn),104,3.7*,62,27,93,73,.,75
COC(C)(C)CCC[C@H](C)C/C=C/C(C)=C/C(=O)OC(C)C,110,85,92,109,96,85,104,86
O=C(O)C1(Br)CC12c1ccccc1-c1ccccc12 (stereo not drawn),.,.,107,99,88,82,99,101

A portion of the library. The share of hits here may be higher or lower than overall.
